TDP2 absorb = blocks human TDP2 phosphodiesterase activity; inhibition, % at 12.8 µM; recombinant TDP2, T5PNP hydrolysis, p-nitrophenol absorbance 415 nm; 370,000 compounds, 0.34% hits; AID 720702; O95551;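 active means inhibition above the mean of all tested compounds plus 3 SD, set per campaign, cut at about 25% in these data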;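 further: 0% = DMSO with enzyme and 100% = buffer with substrate but no TDP2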
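System – recombinant human TDP2 · Amount – 120 nM TDP2 per well · Buffer or medium – Mg2+-containing Tris-HCl buffer, pH 7.5 · Reagent – T5PNP substrate, 5 mM · Dosing – 12.8 µM single point, 1% DMSO · Incubation – 2 h at 37 °C · Measured by – epi absorbance · Read-out basis – percent inhibition · Benchmarks – high control without enzyme, low control DMSO plus TDP2 · Repeats – singlicate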
PRMT1 inh = inhibitors of human PRMT1. recombinant PRMT1, activity-based probe fluorescence polarization. inhibition, % at 2.79 µM. 370,000 compounds, 1.3% hits;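 active means inhibition above about 21% made by adding two undisclosed values, limit read from the data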
rCAG RNA binder = molecules binding r(CAG) RNA repeats; r(CAG) RNA repeat, TO-PRO-1 dye displacement fluorescence; inhibition, % at 3 µM; 370,000 compounds, 1.3% hits;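 active means inhibition above the plate cutoff, the mean of all test compounds on that plate plus 3 SD, cut at about 35% in these data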;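 further: 0% = DMSO alone and 100% = 100 µM mitoxantrone as full dye displacement; higher means more dye released from RNA so lower well fluorescence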
SIAE inh = human SIAE inhibition, primary screen. Q9HAT2. SIAE FP-Rh probe binding, fluorescence polarization. inhibition, % at 9.66 µM. 370,000 compounds, 0.69% hits. AID 1053197;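 active means inhibition above a cutoff: mean of compounds within the control limits plus 3 SD of those, cut at about 17% in these data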;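 further: 0% = plate median of compound wells and 100% = probe without SIAE protein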
Target sequence (Q9HAT2 whole entry, looked up): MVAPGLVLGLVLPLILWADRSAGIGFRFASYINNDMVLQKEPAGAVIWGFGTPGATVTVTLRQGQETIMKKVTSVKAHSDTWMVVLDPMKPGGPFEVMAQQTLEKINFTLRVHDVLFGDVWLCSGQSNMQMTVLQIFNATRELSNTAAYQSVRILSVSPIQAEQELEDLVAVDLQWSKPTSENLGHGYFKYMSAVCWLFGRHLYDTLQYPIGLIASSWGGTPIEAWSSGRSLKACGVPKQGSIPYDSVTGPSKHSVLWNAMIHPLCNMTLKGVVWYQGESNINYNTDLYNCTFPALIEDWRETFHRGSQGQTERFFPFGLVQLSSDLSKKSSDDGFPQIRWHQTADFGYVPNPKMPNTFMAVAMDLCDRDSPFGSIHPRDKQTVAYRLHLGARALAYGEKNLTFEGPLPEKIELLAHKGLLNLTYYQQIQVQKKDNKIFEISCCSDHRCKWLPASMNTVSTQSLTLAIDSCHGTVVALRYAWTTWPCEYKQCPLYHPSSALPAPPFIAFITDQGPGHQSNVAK
LEDGF integ inh = blocks HIV-1 LEDGF/p75-dependent DNA integration. TR-FRET IN-LEDGF/p75 DNA integration, Eu/Cy5. inhibition, % at 3.7 µM. 370,000 compounds, 0.64% hits. AID 743269;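 active means inhibition above the screen-wide mean plus 3 SD, cut at about 13% in these data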;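 further: signal is the Cy5 over europium emission ratio at 671 and 618 nm; 0% = plate median of compound wells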
HTRA1 inh = inhibitors of human serine peptidase HTRA1; inhibition, % at 5.96 µM; recombinant HTRA1, FP-rhodamine activity-based probe, fluorescence polarization; Q92743; AID 504803; 340,000 compounds, 0.5% hits; in the data active means inhibition above about 36%;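 further: 0% = enzyme with DMSO and 100% = wells lacking enzyme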
ABHD4 inh = inhibits mouse alpha/beta hydrolase domain 4. Q8VD66. purified mABHD4, FP-Rh probe fluorescence polarization. inhibition, % at 8.92 µM. 370,000 compounds, 0.54% hits;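 active means inhibition exceeding the mean over every tested compound plus 3 SD, cut at about 30% in these data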;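 further: 0% = plate median of compound wells and 100% = S159A mutant with DMSO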
Target sequence (Q8VD66 whole entry, looked up, the tested form may be a part): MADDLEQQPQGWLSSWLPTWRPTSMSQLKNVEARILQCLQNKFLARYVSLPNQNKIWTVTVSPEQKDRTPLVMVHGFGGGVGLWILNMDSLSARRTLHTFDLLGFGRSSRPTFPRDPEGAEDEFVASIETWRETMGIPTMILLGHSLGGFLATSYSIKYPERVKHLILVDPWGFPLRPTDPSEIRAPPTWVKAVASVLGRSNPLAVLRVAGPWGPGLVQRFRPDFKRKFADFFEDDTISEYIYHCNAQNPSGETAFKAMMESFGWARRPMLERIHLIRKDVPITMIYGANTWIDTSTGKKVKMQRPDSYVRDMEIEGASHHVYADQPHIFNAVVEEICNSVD
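System: mouse ABHD4 enzyme, wild type / Medium: HEPES pH 7.0, NaCl, Pluronic buffer / Reagent: FP-Rh activity-based fluorescent probe / Control set: S159A mutant high control, sample median low control / Detection: fluorescence polarization with parallel and perpendicular emission, 525/598 nm / Schedule: 45 min + 60 min at 25 °C / Compound dosing: 8.92 µM, single dose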
PG9 Ab binder = small molecules binding HIV-1 gp120 antibody PG9; TR-FRET gp120-PG9 antibody binding; inhibition, % at 6.7 µM; 360,000 compounds, 0.43% hits; in the data active means inhibition above about 8.5%
TCR CD3 inh = inhibitors of human TCR-CD3 interaction | TAMRA-labeled TCR probe fluorescence, biochemical | inhibition, % at 9.4 µM | 360,000 compounds, 0.37% hits | AID 651800; in the data active means inhibition above about 19%;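 further: recombinant mutant TCR 2C K166C tagged with TAMRA read by polarization; 0% = receptor in buffer alone and 100% = receptor with positive control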
NR1D1 modulator = Rev-erb alpha (human) modulation | activity, % at 10 µM | P20393 | Rev-erbα–FITC-DNA binding, fluorescence polarization, 90 min | 370,000 compounds, 0.79% hits;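 active means activity above about 14%, limit read from the data; passing the limit was not always enough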;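 further: 0% = DMSO wells with 35 nM protein and 100% = DMSO wells with 750 nM protein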
Numbers without * were called inactive; x = not tested or not shown; & = joins results of further samples. A portion of the library; the hit share may differ from the screen's.

A first look, 2 compounds:
SMILES	TDP2 absorb	PRMT1 inh	rCAG RNA binder	SIAE inh	LEDGF integ inh	HTRA1 inh	ABHD4 inh	PG9 Ab binder	TCR CD3 inh	NR1D1 modulator
COc1ccccc1CNC(=O)CSc1nc(=O)n(Cc2ccncc2)c2c1CCC2	6	2	-4	-1	-1	3	1	0.1	-4	5
Cc1cc(C(=O)N2CCc3ccccc32)c2ccccc2n1	-2	-1	0	2	3	-4	-4	-0.7	0	-4

The listing (from the top)
SMILES	TDP2 absorb	PRMT1 inh	rCAG RNA binder	SIAE inh	LEDGF integ inh	HTRA1 inh	ABHD4 inh	PG9 Ab binder	TCR CD3 inh	NR1D1 modulator
COc1ccccc1CNC(=O)CSc1nc(=O)n(Cc2ccncc2)c2c1CCC2	6	2	-4	-1	-1	3	1	0.1	-4	5
Cc1cc(C(=O)N2CCc3ccccc32)c2ccccc2n1	-2	-1	0	2	3	-4	-4	-0.7	0	-4
O=C(NCCc1nccs1)C1CCC(=O)N(Cc2cccc(C(F)(F)F)c2)C1 (stereo not given)	-4	-4	0	-3	0	10	-2	-0.6	1	-1
Cc1ccc(S(=O)(=O)CCC(=O)OCC(=O)c2cc(C)ccc2C)cc1	-2	1	-3	0	-3	-1	2	0.0	-6	-2
COC(=O)c1ccc(-c2ccc([C@H]3[C@H]4C=CC[C@@H](C)[C@@H]4C(=O)N3Cc3ccccc3)c(F)c2)cc1	-4	2	8	0	2	-15	-13	-1.0	1	2
CCOC(=O)C1(Cc2cccc(OC)c2)CCN(CCO)CC1	-14	-9	-4	-7	11	1	1	-2.3	-1	-5
CCOC(=O)c1c2n(c3ccc(O)cc13)CCC2	-2	0	-2	1	3	4	9	-3.6	2	1
Cc1cc(=O)[nH]c(SCn2nnc3ccccc3c2=O)n1	-3	31*	2	2	3	-6	-8	-0.1	1	0
COc1ccc(S(=O)(=O)N2CCN(C(=O)c3ccco3)CC2)cc1C(C)(C)C	6	2	-9	5	-4	-2	8	-2.5	-5	15
CN(C)C=Nc1ccc(Cn2cnc3nc4ccc(Cl)cc4cc3c2=O)cc1	-12	-2	6	1	10	x	-1	x	x	0
COc1ccc(NS(=O)(=O)c2ccc(-n3nnc4ccccc43)c([N+](=O)[O-])c2)cc1	0	1	19	-2	-5	3	1	4.0	3	-1
COc1ccc(Cc2nc3ccc(C(=O)N(C)CC4COCCO4)cc3o2)cc1 (stereo not given)	-11	4	-4	-3	0	4	-8	-0.7	1	-6
CCn1c(=O)c2c(nc3n2CCS3)n(C)c1=O	-1	0	-4	-1	0	-4	1	0.0	6	4
CCCC(C(=O)NC(C)(C)C)N(CCN1CCOCC1)C(=O)CNS(=O)(=O)c1ccccc1 (stereo not given)	-10	-5	-6	-1	2	-1	2	-1.3	-2	-6
Cc1ccc(/C=N/NC(=O)CSc2nc3ccccc3c(=O)n2-c2ccccc2C)s1	-7	1	5	-8	3	-9	-2	-1.2	2	-3
COC(=O)C1=NN(C(=O)c2cccc(Cl)c2)C(O)(C(C)(C)C)C1 (stereo not given)	-11	0	3	24*	-2	9	5	-0.9	6	9
COC(=O)c1ccc2nc(C(C)(C)C)c(Cc3ccc(OC)cc3C)n2c1	7	0	3	-2	-1	x	-8	-0.3	-7	-4
CN(CCOC(=O)c1cc2ccccc2o1)C1CN(Cc2cn(Cc3cccc(F)c3)nn2)S(=O)(=O)C1 (stereo not given)	-4	3	2	5	0	x	-2	x	x	-4
Cc1[nH]c(=O)[nH]c(=O)c1N(C)C	3	1	0	6	-2	1	2	-0.9	8	-1
CCN(C(=O)COC(=O)c1cc(S(=O)(=O)N2CCOCC2)ccc1F)C1CCS(=O)(=O)C1 (stereo not given)	4	-3	-3	-1	1	2	0	1.0	6	-10
CC(C)c1ccccc1NC(=O)Nc1ccc2c(c1)OCO2	-24	6	1	-1	3	-7	-8	-0.7	-11	4
C=CCN(CC=C)C(=O)c1c(OC)cccc1OC	-7	-1	2	-11	-5	-2	-4	-0.5	5	-2
COc1ccc(NC(=O)CN(C)C(=O)C(NC(=O)c2ccco2)C(C)C)cc1 (stereo not given)	-7	1	-1	3	-5	-1	-2	-0.2	-6	2
Cc1ccc2c(c1)N(CCCC(=O)Nc1cccc(C(F)(F)F)c1)C(=O)CO2	-1	0	-4	4	-3	-23	-9	-1.9	0	5
Cc1ccc(NC(=O)CSc2ccc(-c3cccnc3)nn2)cc1	2	1	-1	5	1	1	-1	-2.0	2	0
COc1cccc(C(=O)C2CCCN(C(=O)c3ccccc3Cl)C2)c1 (stereo not given)	15	-2	-2	8	1	-3	-1	0.2	4	4
CC1(C(=O)O)CCCN1C(=O)c1ccc(Cl)cc1Cl (stereo not given)	4	4	0	-5	6	x	1	0.6	-6	1
CC(C)(C)S(=O)(=O)/C(C#N)=C/Nc1ccccn1	17	-1	-1	0	1	x	2	-2.2	5	-1
O=C(Nc1ccc(Br)cc1F)C1CC(=O)N(C2CCCCC2)C1 (stereo not given)	1	1	-4	-7	-1	4	-6	-1.0	-1	2
Cc1cccc2c1N(CCCOc1ccccc1)C(=O)C2=O	-3	0	3	5	-1	-54	-3	2.2	0	-6
COc1ccc(NC(=O)c2nc[nH]c2C(=O)N[C@@H](C)C(=O)OC(C)(C)C)cc1	-9	-3	-3	8	0	-8	-5	-0.2	2	0
CC(C)CCSc1nnc(N)s1	23	3	2	2	3	1	-2	-0.8	8	-1
O=C(O)C(Cc1ccc(O)c([N+](=O)[O-])c1)N1C(=O)c2ccccc2C1=O (stereo not given)	0	3	1	4	0	2	5	-1.0	1	-4
COc1cc(C(=O)NCC(=O)n2nc(C)cc2C)cc(OC)c1OC	3	-1	-6	3	2	14	2	1.5	-2	-1
CC1(C)Oc2ccc(C(=O)N3CCc4ccccc43)cc2N(CC(=O)N2CCCC2)C1=O	-5	2	-1	-8	1	0	-14	0.1	0	-3
CC1(C(=O)Nc2cccc3ccccc23)CCN1C(=O)C1(c2ccccc2)CCCC1 (stereo not given)	-7	0	6	4	-2	x	-7	0.3	4	8
COc1ccc(-c2nn(-c3ccccc3)cc2/C=C/C(=O)N2CCOCC2)cc1OC	12	1	-5	1	-2	-17	-9	-0.9	5	-1
O=C(NCc1ccccc1CN1CCCC1)C1CCN(S(=O)(=O)c2ccc(Cl)cc2)CC1	2	-4	4	9	3	-7	-4	-0.2	-2	-7
O=C(C1CCC(CNc2c(N3CCCCC3)c(=O)c2=O)CC1)N1CCCC1 (stereo not given)	-7	-2	-1	3	4	-2	2	-0.8	1	4
COc1cc(C(=O)NC2CCCCN(Cc3cccc(C(F)(F)F)c3)C2=O)cc(OC)c1OC (stereo not given)	3	-1	2	3	-3	x	-5	x	x	2
COc1ccc(-c2nc(CN3CCN(c4cc(C)nc(C)c4)CC3)c(C)o2)c2ccccc12	-1	2	8	-1	-5	-11	7	-0.1	1	3
COc1cc(NC(=O)CCC(=O)N2CCN(S(=O)(=O)c3ccc(C)cc3)CC2)cc(OC)c1	4	-1	2	2	-2	2	3	0.8	0	-1
COc1cc(NC(=O)COC(=O)c2cnccn2)c(C)cc1[N+](=O)[O-]	2	-1	3	-3	-5	2	0	0.0	6	3
CCOc1cc(N2CCOCC2)c(OCC)cc1NC(=O)C1CC(=O)N(c2ccc(C)cc2)C1 (stereo not given)	-4	0	1	3	3	1	-4	-2.4	-1	4
O=C(Nc1cccc(Br)c1)c1ccc(Cl)c(S(=O)(=O)N2CCOCC2)c1	-4	0	6	-12	2	-11	-9	-0.9	1	0
CCN(CC)C(=O)c1nc[nH]c1C(=O)N1CCN(c2ccccc2)CC1	2	1	-2	2	0	4	6	-0.5	-3	1
Cn1c(=O)c2cc(NC(=O)Cc3cccc4ccccc34)ccc2n1-c1ccccc1	4	-3	8	3	1	x	1	-3.2	-4	-6
Cc1cc(C(=O)Cn2nnc(-c3ccc(Cl)cc3)n2)c(C)n1-c1ccccc1	5	-2	5	-4	2	-29	5	-2.4	5	0
O=C(CSc1nnc(-c2ccccc2Br)o1)Nc1nncs1	-15	-2	7	-11	3	1	-6	1.1	12	-1
Cc1ccc(C2CC(=O)c3cnn(-c4nc(C)cc(C)n4)c3C2)cc1 (stereo not given)	-8	-2	-9	-4	0	-2	2	0.4	9	3
COc1ccc(/C(C)=N/NC(=O)c2sccc2-n2cccc2)cc1	-9	3	2	-9	0	-3	-4	-0.4	-5	3
CCOC(=O)N1CCN(Cc2nc3ccc([N+](=O)[O-])cc3c(=O)n2-c2cccc(OC)c2)CC1	5	-1	-3	3	8	-5	8	-1.5	3	-5
CC(C)n1cnnc1SCC(=O)NCC(=O)Nc1ccc(F)cc1	-14	-5	0	0	6	12	1	-0.9	-8	-7
COc1ccccc1-c1noc(CCC(=O)NC2CCCC2)n1	-1	-3	1	15	2	1	-10	-2.4	5	-3
COc1ccc(S(=O)(=O)N2CCN(C(=O)[C@H](Cc3ccccc3)NC(=O)c3ccco3)CC2)cc1	7	9	-2	-3	-3	-3	3	0.7	-1	-10
COc1cc2[nH]c3ccccc3c2cc1C	-5	-5	1	6	2	8	1	-1.3	1	-7
CC1=CC(C)(C)NC(=S)N1c1ccc2ccccc2c1	8&-5	4&-1	1&-1	4&-2	-4&-4	-3&-5	4&-3	-2.7&1.4	1&-3	-6&-1
O=C(CNC(=O)c1ccc(Cl)cc1)NC(CO)c1ccccc1 (stereo not given)	-7	-3	6	-1	4	3	-1	-1.1	-7	3
CCOC(=O)c1ccc(NC(=O)CC2C(=O)N(c3ccc(F)cc3)C(=O)N2CCC(C)C)cc1 (stereo not given)	-8	-1	4	-2	-1	-21	-19	-2.1	-1	-3
COc1ccccc1OCCSc1nnc(C)n1-c1ccccc1	0	0	-10	5	-1	5	5	-0.1	-1	2

The results go on:
SMILES	TDP2 absorb	PRMT1 inh	rCAG RNA binder	SIAE inh	LEDGF integ inh	HTRA1 inh	ABHD4 inh	PG9 Ab binder	TCR CD3 inh	NR1D1 modulator
CC1CCC(NC(=O)C2c3ccccc3C(=O)N2Cc2ccc3c(c2)OCO3)CC1 (stereo not given)	-3	-2	1	0	-3	-13	-3	0.7	3	8
COc1ccc2c(c1)-c1nc(NC(=O)c3ccco3)sc1CC2	-9	0	5	19*	0	-23	-9	-1.5	2	3
COc1cccc(CNC(=O)C2CCN(S(=O)(=O)c3ccc4c(c3)CCC(=O)N4)CC2)c1	4	-2	1	-2	3	2	-7	-1.2	0	-1
COc1c2c(nc3occc13)C(CC=C(C)C)(OC)C(OC(C)=O)CC2 (stereo not given)	4	1	-5	-2	0	5	6	-1.3	-4	-1
O=S(=O)(Nc1ccc(Cc2ccncc2)cc1)c1ccc(Cl)c(Cl)c1	11	-1	5	-11	-1	-18	15	-0.7	-2	-8
O=C(Nc1cc(Cl)ccc1O)C1CC(c2ccccc2O)=NO1 (stereo not given)	4	6	13	-18	-3	-17	-17	-0.9	-4	-4

Source: PubChem BioAssay (several laboratories)
